CDK5 p35 inh – inhibitors of human CDK5/p35 kinase, primary screen, biochemical, single concentration | Cyclin-dependent kinase 5 (Homo sapiens) + Cyclin-dependent kinase 5 activator 1 (Homo … | Recombinant CDK5/p35, ADP-Glo luminescence, 60 min | inhibition, % at 10 µM | 330,000 compounds, 0.01% hits | AID 488839, 2010;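 active means highest replicate inhibition of at least 50% and at least 75% of replicates reaching 50%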;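 further: plate controls were DMSO neutral control for no effect and GW8510 at 10 µM for full effect; many of its hits are not listed in these tables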
Wnt bcat act – Wnt/beta-catenin pathway activators, primary screen, cell-based, plate reader, single point. Wnt/beta-catenin reporter cell assay, activator. AID 743398, 2014. 300,000 compounds, 1.2% hits. activation, % at 9.35 µM; in the data active means activation above about 30%, passing the limit was not always enough;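 further: 0% = neutral control wells and 100% = positive control wells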
HTR5A inv ctr – HTR5A inverse agonists in luminescence cell assay, primary screen, counter-screen for OPRM1-OPRD1 heterodimer inverse agonist project, full-deck HTS | AID 504634, 2011 | 5-hydroxytryptamine receptor 5A (Homo sapiens), P47898 | 340,000 compounds, 0.083% hits | inhibition, % at 9.3 µM | HTR5A cell line, inverse agonism; in the data active means inhibition mostly above about 23%, no sharp cut-off; inactive means mostly below about 18%;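 further: 0% = cells with DMSO and 100% = no-cell wells with DMSO; some compounds called inactive have numbers as strong as hits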
Target sequence (P47898 whole entry, looked up): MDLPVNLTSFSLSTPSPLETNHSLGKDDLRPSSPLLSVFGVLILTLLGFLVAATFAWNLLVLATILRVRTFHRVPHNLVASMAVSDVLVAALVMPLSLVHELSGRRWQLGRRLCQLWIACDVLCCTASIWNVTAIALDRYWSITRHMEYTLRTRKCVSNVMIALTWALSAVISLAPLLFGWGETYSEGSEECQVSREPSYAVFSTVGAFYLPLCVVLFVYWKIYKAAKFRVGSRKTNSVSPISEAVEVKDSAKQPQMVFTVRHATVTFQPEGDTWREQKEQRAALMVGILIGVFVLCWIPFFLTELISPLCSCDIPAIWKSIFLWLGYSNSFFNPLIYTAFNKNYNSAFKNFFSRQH
dFosB activator – activators of delta FosB homodimer, primary screen, biochemical, fluorescence polarization, TAMRA-CDK5 oligo, single point. 340,000 compounds, 0.99% hits. activation, % at 25 µM. purified delta FosB; percent of positive-control signal above neutral wells. AID 493131, 2011;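 active means mean activation above about 17%, with every replicate also reaching it, limit read from the data, passing the limit was not always enough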;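 further: fluorescence polarization rise as delta FosB binds a TAMRA Cdk5 AP-1 oligo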
MITF TRPM1 HTS – activators of MITF-driven TRPM1 promoter reporter, primary screen, cell-based, SK-MEL-5, luciferase, single point | 300,000 compounds, 0.75% hits | SK-MEL-5 TRPM1-promoter luciferase, 24 h; % of positive control, neutral wells = 0 | activation, % at 12.5 µM;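 active means mean activation of at least 80% with every replicate also reaching 80%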;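 further: 0% = neutral control wells and 100% = parthenolide positive control wells; values of inactives mirror those of a sister screen read the other way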
SR-BI HDL uptake – inhibitors of SR-BI mediated HDL lipid uptake, primary screen, ldlA[mSR-BI] cells, fluorescence, single point | Scavenger receptor class B member 1 (Mus musculus), Q61009 | 320,000 compounds, 0.96% hits | ldlA[mSR-BI] CHO cells, DiI-HDL uptake fluorescence, 3 h | inhibition, % at 12.5 µM;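 active means mean replicate inhibition of at least 70% and a set share of replicates each scoring 70 or more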;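 further: 0% = median of neutral control wells and 100% = median of positive control wells; values of inactives mirror those of a sister screen read the other way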
Target sequence (Q61009 whole entry, looked up): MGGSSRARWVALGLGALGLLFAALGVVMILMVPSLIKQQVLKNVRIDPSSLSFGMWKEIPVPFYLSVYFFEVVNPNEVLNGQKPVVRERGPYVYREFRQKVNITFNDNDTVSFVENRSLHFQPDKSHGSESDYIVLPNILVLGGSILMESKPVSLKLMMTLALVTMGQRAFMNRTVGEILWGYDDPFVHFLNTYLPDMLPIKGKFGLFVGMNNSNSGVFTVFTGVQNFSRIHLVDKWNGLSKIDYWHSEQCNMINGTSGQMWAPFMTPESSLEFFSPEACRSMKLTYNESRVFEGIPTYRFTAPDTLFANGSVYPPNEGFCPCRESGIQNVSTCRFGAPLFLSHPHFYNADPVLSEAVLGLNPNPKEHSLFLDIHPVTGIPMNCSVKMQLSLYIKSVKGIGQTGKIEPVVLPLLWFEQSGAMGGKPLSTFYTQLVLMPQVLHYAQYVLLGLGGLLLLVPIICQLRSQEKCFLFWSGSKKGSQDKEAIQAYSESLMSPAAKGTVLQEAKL
PvdQ acylase – P. aeruginosa PvdQ acylase inhibitors, primary screen, biochemical, fluorescence, plate reader and imaging, single point. PvdQ acylase [Pseudomonas aeruginosa LESB58]. purified PvdQ acylase. inhibition, % at 10 µM. 340,000 compounds, 0.063% hits. AID 488965, 2010; in the data active means inhibition above about 30%, passing the limit was not always enough;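 further: 0% = vehicle neutral wells and 100% = reference inhibitor wells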
NSD2 HMT inh – NSD2 histone methyltransferase inhibitors, primary screen, biochemical, AlphaScreen, single concentration, set 2. NSD2 peptide methylation, 120 min. inhibition, % at 12.5 µM. 310,000 compounds, 0.54% hits. AID 743445, 2014; in the data active means inhibition above about 50%
V-ATPase pHluor – regulators of yeast V-ATPase proton pumping, primary screen, pHLuorin cytosolic pH fluorescence. 350,000 compounds, 0.37% hits. response, % at 10 µM. S. cerevisiae; in the data active means response mostly above about 7.3%, no sharp cut-off; inactive means mostly below about 5.4%; further: actives read high; inactives centre near 0; some compounds called inactive have numbers as strong as hits; reference of the scale not given here
HTR5A ag ctr – HTR5A agonists in luminescence cell assay, primary screen, counter-screen for OPRM1-OPRD1 heterodimer agonist project, full-deck HTS; 5-hydroxytryptamine receptor 5A (Homo sapiens), P47898; cell-based; activation, % at 9.3 µM; 340,000 compounds, 0.61% hits; AID 504692, 2011; in the data active means activation mostly above about 9.5%, no sharp cut-off; inactive means mostly below about 7.6%;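 further: 0% = cells with vehicle only and 100% = reference agonist; strong numbers were not always called active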
The depositor's hits bear a star; . = not tested or not shown.

SMILES	CDK5 p35 inh	Wnt bcat act	HTR5A inv ctr	dFosB activator	MITF TRPM1 HTS	SR-BI HDL uptake	PvdQ acylase	NSD2 HMT inh	V-ATPase pHluor	HTR5A ag ctr
CCc1cc(=O)oc2c(CNCc3ccc(OC)cc3OC)c(O)c(Cl)cc12	0.0	-2	6	-4	-9	-8	-46	9	0	-2
CCOC(=O)c1ccc(OC)c(OC)c1Cl	-5.3	0	3	-4	-11	10	-5	13	5	-3
CCn1c(O)c(C(C#N)=C2N=c3ccccc3=N2)c2ccccc21	0.9	.	-21	-2	-21	25	-17	1	-5	6
O=c1c2cc(NC(=S)N3CCCCCC3)ccc2nc2n1CCCCC2	-2.0	0	1	-5	-6	-10	-4	-1	-4	0
Cc1cccc(NC(=O)NC(C)C(c2ccccc2)N2CCN(C)CC2)c1 (stereo not drawn)	-0.2	-1	6	-6	8	-14	-1	8	1	-2
CC1(C)C2CCC1(C)C(OCCNCCOC(=O)Nc1ccccc1)C2 (stereo not drawn)	-2.4	-3	-5	-5	5	-27	-6	14	14*	2
CCCCN=C1N/C(=C\c2ccco2)C(=O)N1c1ccccc1	1.1	.	-18	-4	2	42	-7	-2	2	6
O=C(NCc1cccs1)C1CCCN(S(=O)(=O)c2cnc[nH]2)C1 (stereo not drawn)	-0.6	-1	-2	-2	-10	6	6	.	2	1
COc1ccccc1C1CCN(Cc2ccc3ccccc3c2)CC1	0.5	2	-11	21*	24	-14	1	2	2	3
O=C(Cn1ccc(NC(=O)OCc2ccccc2)nc1=O)NCc1ccccn1	2.5	-2	10	-1	8	-16	-10	.	4	0
CC(C)NC(=O)N(C)C[C@@H]1Oc2ccc(NC(=O)Nc3ccc(C(F)(F)F)cc3)cc2CC(=O)N([C@H](C)CO)C[C@@H]1C	0.5	0	23	-2	-1	20	-9	.	0	-1
Cc1ccc(-c2nnc(SC(C)C(=O)NCC3CCCO3)nc2-c2ccc(C)cc2)cc1 (stereo not drawn)	-1.6	-4	-4	-7	-5	66	8	9	-5	2
CCOc1cc(-c2noc(CCC(=O)Nc3cccnc3)n2)ccc1OC	-0.1	.	14	-4	.	-21	-15	-1	7	2
COC(=O)c1sccc1NC(=O)Nc1cccc(Cl)c1Cl	0.0	1	2	-5	-10	36	8	-1	-3	-1
O=C(COc1ccccc1[N+](=O)[O-])NCCC1=CCCCC1	0.7	0	3	-1	-3	21	11	-2	-2	1
CCNC(=O)C1=C(O)c2sccc2N(C)S1(=O)=O	1.6	-7	-28	-6	14	-11	-12	1	0	3
COc1ccc(Cl)cc1NC(=O)N1CCN(S(C)(=O)=O)CC1	-1.0	-7	-4	-5	.	4	3	-1	-1	-7
CCN(CC(=O)Nc1cc(Cl)ccc1C)C(=O)C1CCCCC1	0.0	-1	20	3	0	-14	-12	0	1	2
Cc1cc(C(=O)COc2ccccc2C(N)=O)c(C)n1C	-1.0	-1	-15	-3	9	-6	-8	2	1	8
Nc1nc(SCC(=O)NCc2ccco2)[nH]c(=O)c1-c1ccccc1	-3.5	3	0	-10	4	-5	-8	.	4	1
CCCCn1c(SCC(=O)NCc2ccccc2)nc2ccc(N3CCOCC3)cc2c1=O	-1.2	.	4	-3	.	-22	-15	0	1	-1
COc1cc(C(=O)NC(c2ccccc2)c2ccccc2)cc(OC)c1C	0.3	.	-9	-10	5	4	6	.	5	-4
COc1ccc(CNC(=O)COC(=O)c2n[nH]c3ccccc23)cc1OC	-1.1	.	-16	-4	.	-10	7	9	-9	0
Cc1ccc(C(=O)NCc2ccco2)cc1S(=O)(=O)N1CCCCC1	0.6	-3	-3	-5	0	21	0	4	-3	1
C=CCN(c1ccccc1)S(=O)(=O)c1cccc(C(=O)N(CC)CC(=O)Nc2c(F)cccc2F)c1	1.7	5	7	0	4	6	2	0	0	1
Cc1cc(C)nc(NS(=O)(=O)c2ccc(N/C=C\C(=O)c3cccs3)cc2)n1	-0.8	8	-20	-15	2	7	-13	5	0	0
COc1ccc(CCCC(=O)Nc2ccc(F)cc2)cc1	-0.3	-7	4	-7	1	-3	9	-7	3	1
CCc1nc2ccccc2n1Cc1ccccc1OC	-0.5	-1	19	-9	.	-3	-12	-3	-1	3
CCc1nc(N2CCN(C(=S)NCCCOC)CC2)c2c3c(sc2n1)CCCC3	-4.3	-2	-6	-8	.	88*	-14	10	-3	2
O=S(=O)(CCN1CCSCC1)c1ccc(Cl)cc1	-0.8	-2	-14	-9	.	-17	-3	-3	2	0
O=C(CCc1cn2ccccc2n1)NC1CCCc2c1cnn2-c1ccccc1F (stereo not drawn)	1.6	1	-3	-7	-6	-6	-1	1	2	-2
Cc1ccc(OCc2cc(C(=O)N(C)CCn3ccnc3C)no2)cc1C	1.0	2	-27	-8	11	1	-9	0	3	0
Cc1cc2cc(CCNS(=O)(=O)c3ccc(F)cc3)c(=O)[nH]c2cc1C	-0.9	-1	-5	-17	-12	-5	-5	0	-3	0
CC(C)Cn1c(N)c(C(=O)CSc2nnnn2C)c(=O)n(C)c1=O	0.8	.	-17	-1	-1	9	-13	-1	0	7
COc1ccc(O)c(C(=O)c2cnn(C(=O)c3cccc(N(C)C)c3)c2)c1	1.1	10	1	-11	3	10	-2	-1	1	0
CC(NC(=O)c1ccccc1)c1nc2ccccc2n1Cc1ccc(C#N)cc1 (stereo not drawn)	-0.5	-2	7	-6	0	15	-14	-1	-2	1
COc1ccccc1C(=O)OCC(=O)c1cccc([N+](=O)[O-])c1	-0.8	-3	8	-6	10	0	-8	-2	0	-2
Cc1cccc(C)c1NC(=O)CN(C)C(=O)c1ccc(N2C(=O)CCC2=O)cc1	0.3	-2	-3	-9	0	-6	-12	-2	6	2
O=C(NCC(c1ccco1)N1CCN(c2ccccc2)CC1)c1ccc2c(c1)OCO2 (stereo not drawn)	-0.1	-1	0	-10	-7	13	-8	6	-1	0
CC(CCc1ccccc1)NC(=O)C(=O)NCCO (stereo not drawn)	-2.7	.	-31	-2	-3	1	2	0	-4	2
O=C(Nc1ccc(C(=O)O)cc1)/C(=C\C=C\c1ccccc1)NC(=O)c1ccccc1Cl	1.3	19	6	-4	9	-7	-1	2	-4	-2
O=[N+]([O-])c1cccc(-c2nnc(CNC3CC3)o2)c1	5.3	-1	3	-6	5	-3	1	-2	2	-1
O=C(CSc1nc(=O)n(CCCN2CCOCC2)c2c1CCCC2)Nc1cccc([N+](=O)[O-])c1	1.0	-4	-11	-8	4	4	-1	1	0	4
COc1ccc(/C=C2/N=C(SCC(=O)Nc3cc(C)on3)N(c3ccccc3)C2=O)cc1	1.1	0	-1	7	-10	-3	-9	-1	-1	9
CN1CCN(/C=N/c2c(C#N)cnn2C)CC1	-1.3	.	-13	1	.	-14	1	-3	1	4
Cc1cc([N+](=O)[O-])nn1CC(=O)N(C)C1CCCCC1	0.5	1	11	6	5	-11	-17	-4	5	-4
Cc1nc(CSc2ccc(Cl)cc2)cc(NCc2ccccc2)n1	-0.5	.	-7	-5	5	-3	-9	1	-6	2
CC(=Nc1ccc(O)cc1)c1sc2ccccc2c1O	-1.5	.	-5	-4	75	25	-1	7	-1	4
O=C(CCN1C(=O)c2cccc3cccc(c23)C1=O)Nc1ccccc1	-0.3	-1	-4	27*	-3	-24	-5	-2	0	1
COC(=O)[C@]1(CC(C)C)N[C@H](c2ccc(-c3ccc(F)cc3)c(OC)c2)[C@@H]2C(=O)N(C)C(=O)[C@@H]21	-2.1	-5	4	-7	3	89*	-6	.	1	-4
N#CC(c1ccccc1)(c1ncc(C(F)(F)F)cc1Cl)N1CCOCC1 (stereo not drawn)	-0.4	.	2	-8	-14	-38	-5	-1	-4	4
COc1cc2c(cc1NC(=S)Nc1cccc3ccccc13)oc1ccccc12	-0.5	.	-2	11	5	77*	-11	0	4	1
CC(C)CCNC(=O)c1ccc2c(SCC(=O)O)c3c(nc2c1)CCCC3	-3.8	.	-4	-5	6	-20	-3	4	-1	3
COc1ccc(C(=O)N2CC3(CC(c4cccc([N+](=O)[O-])c4)=NO3)C[C@H]2C(=O)NCC(N)=O)cc1 (stereo partly drawn)	-0.1	-3	-17	3	0	-11	-6	.	2	2

Structural class: the compounds so far with a Cl atom.
SMILES	CDK5 p35 inh	Wnt bcat act	HTR5A inv ctr	dFosB activator	MITF TRPM1 HTS	SR-BI HDL uptake	PvdQ acylase	NSD2 HMT inh	V-ATPase pHluor	HTR5A ag ctr
CCc1cc(=O)oc2c(CNCc3ccc(OC)cc3OC)c(O)c(Cl)cc12	0.0	-2	6	-4	-9	-8	-46	9	0	-2
CCOC(=O)c1ccc(OC)c(OC)c1Cl	-5.3	0	3	-4	-11	10	-5	13	5	-3
COC(=O)c1sccc1NC(=O)Nc1cccc(Cl)c1Cl	0.0	1	2	-5	-10	36	8	-1	-3	-1
COc1ccc(Cl)cc1NC(=O)N1CCN(S(C)(=O)=O)CC1	-1.0	-7	-4	-5	.	4	3	-1	-1	-7
CCN(CC(=O)Nc1cc(Cl)ccc1C)C(=O)C1CCCCC1	0.0	-1	20	3	0	-14	-12	0	1	2
O=S(=O)(CCN1CCSCC1)c1ccc(Cl)cc1	-0.8	-2	-14	-9	.	-17	-3	-3	2	0
O=C(Nc1ccc(C(=O)O)cc1)/C(=C\C=C\c1ccccc1)NC(=O)c1ccccc1Cl	1.3	19	6	-4	9	-7	-1	2	-4	-2
Cc1nc(CSc2ccc(Cl)cc2)cc(NCc2ccccc2)n1	-0.5	.	-7	-5	5	-3	-9	1	-6	2
N#CC(c1ccccc1)(c1ncc(C(F)(F)F)cc1Cl)N1CCOCC1 (stereo not drawn)	-0.4	.	2	-8	-14	-38	-5	-1	-4	4

Bioassay records from PubChem BioAssay.
